RNase H inhibition = RNase H inhibition, HIV 1 Gag Pol polyprotein, FRET biochemical assay, screening (AID 372); 0.77% of 100,000 active; one-dose inhibition, % at 10 µM; IC50 in µM for titrated hits; HIV-1 RT RNase H, FRET RNA/DNA substrate fluorescence; higher % means a stronger effect; in the data active means inhibition above about 50%
Numbers without * were called inactive. The list is partial, so the mix of outcomes need not match the whole.

mol	RNase H inhibition
CCOc1ccccc1/C=C(\C#N)c1nc(-c2ccc(C)cc2C)cs1	19%
COc1ccc(C(=O)COC(=O)c2cccc(N3C(=O)C4C5C=CC(C6CC56)C4C3=O)c2)cc1 (stereo not drawn)	0%
O=C1c2ccccc2NC(c2ccccc2O)N1Cc1ccco1 (stereo not drawn)	5%
Cc1ccc(C(=O)NC(=S)Nc2c(C)cccc2C)cc1C	9%
CCCCN(Cc1ccccc1)C(=O)C1CCN(Cc2ccc(C)o2)CC1	11%
O=C1/C(=C/c2ccc(O)c([N+](=O)[O-])c2)SC(=S)N1c1ccc(Br)cc1	21%
O=S(=O)(NCc1ccccn1)c1ccc(Br)cc1Br	4%
CN1CCN(C(=O)c2cccc3ccccc23)CC1	0%
Cc1cc([N+](=O)[O-])ccc1-n1c(C)cc(/C=C(\C#N)C(=O)Nc2ccccc2)c1C	7%
Cc1ccc(C2CC(C(F)(F)F)n3nc(C(=O)N4CCN(c5ccccc5)CC4)cc3N2)cc1 (stereo not drawn)	18%
COc1nc(-c2ccccc2)c2cc(Br)ccc2n1	9%
Cc1ccc(S(=O)(=O)ON2C(=O)c3ccccc3C2=O)cc1	0%
CCOC(=O)C1=C(C)N=c2s/c(=C\c3ccc(SC)cc3)c(=O)n2C1c1ccc(OC)cc1OC (stereo not drawn)	10%
c1ccc2c(OCCCCCCN3CCCC3)cccc2c1	17%
CCCC(=O)Nc1ccc2oc(-c3ccccc3Br)nc2c1	12%
COc1ccc(S(=O)(=O)N2CCN(c3ccc(F)cc3)CC2)cc1	0%
COc1ccc(CN2CCN(Cc3cc(OC)c(OC)c(OC)c3)CC2)cc1	8%
CC(C)(C)C(=O)CC(=O)Nc1ccc(Cl)c([N+](=O)[O-])c1	0%
Nc1nnnn1/N=C/c1ccc(OCc2ccc(Cl)cc2Cl)cc1	0%
COc1ccccc1NC(=O)CSc1ccccc1	21%
C#CCn1cc(/C=C2\C(=O)NC(=O)N(c3cc(C)cc(C)c3)C2=O)c2ccccc21	3%
O=C(Nc1cccc(O)c1)c1nn2c(C(F)(F)F)cc(-c3cccs3)nc2c1Cl	8%
O=C(CSc1ncccn1)NCc1ccccc1	3%
CCOc1cc(/C=N/NC(=O)C(=O)Nc2cccc(OC)c2)ccc1O	9%
Cc1c(Cl)cccc1NC(=O)C(=O)NCc1ccco1	2%
O=C(Nc1ccc(I)cc1)c1ccc2c(c1)OCO2	11%
CCOc1ccccc1NC(=O)c1ccc(CN2CCOCC2)cc1	0%
COc1ccc(CC(=O)Nc2sc3c(c2C(=O)Nc2ccccc2Cl)CCCC3)cc1	20%
Cc1cc(OCC(=O)Nc2cccc([N+](=O)[O-])c2)cc(C)c1Cl	0%
COc1ccc(S(=O)(=O)N(CC(N)=O)c2ccc(C)cc2)cc1OC	6%

Arranged by molecular weight (lowest first): some entries from above.
mol	RNase H inhibition
Cc1cc(OCC(=O)Nc2cccc([N+](=O)[O-])c2)cc(C)c1Cl	0%
CCOc1ccccc1/C=C(\C#N)c1nc(-c2ccc(C)cc2C)cs1	19%
O=S(=O)(NCc1ccccn1)c1ccc(Br)cc1Br	4%
COc1ccc(C(=O)COC(=O)c2cccc(N3C(=O)C4C5C=CC(C6CC56)C4C3=O)c2)cc1 (stereo not drawn)	0%
CCOC(=O)C1=C(C)N=c2s/c(=C\c3ccc(SC)cc3)c(=O)n2C1c1ccc(OC)cc1OC (stereo not drawn)	10%

Next records:
mol	RNase H inhibition
O=C(Nc1ccccc1C(=O)Nc1ccccc1Cl)c1ccccc1Cl	13%
CC(=O)Oc1ccc2nc(CN3C(=O)c4ccccc4C3=O)oc(=O)c2c1	5%
O=C1CCCC/C1=C\Nc1ccc(I)cc1	12%
CC(=O)c1cccc(NC(=O)c2ccc3ccccc3c2)c1	4%
Cc1cccc(N2C(=O)C(O)=C(C(=O)/C=C/c3ccccc3)C2c2ccc([N+](=O)[O-])cc2)c1 (stereo not drawn)	15%
O=C(Nc1sc2c(c1C(=O)NCCNC(=O)c1c(NC(=O)c3ccccc3Cl)sc3c1CCCC3)CCCC2)c1ccccc1Cl	17%
COC(=O)/C(=C/c1ccc2c(c1)OCO2)[N+](=O)[O-]	10%
O=C1c2cccc3cccc(c23)C(=O)N1/N=C/c1ccccc1[N+](=O)[O-]	11%
COc1cccc(C(=O)NCc2ccc3c(c2)OCO3)c1	7%
Cc1cc(C)c(OCC(=O)Nc2ccc(I)cc2C)c(Cl)c1	17%
CN1C(=O)/C(=C\c2cc(Br)ccc2O)SC1=S	8%
Cc1cc(OCC(=O)Nc2nc(-c3ccccc3)cs2)ccc1Cl	14%
CC(C)c1ccc(/C=N/NC(=O)c2cc(-c3ccc(Cl)cc3)n[nH]2)cc1	16%
CC1(C)C(c2ccco2)=[N+]([O-])C2(CCCCCC2=O)N1O (stereo not drawn)	7%
CCOc1ccc(NC(=O)/C=C/c2cc(Br)cs2)cc1	2%
COc1ccccc1NC(=O)C1C2C3CCC(C3)C12 (stereo not drawn)	2%
O=C1c2ccccc2C(=O)N1/N=C/c1ccccc1[N+](=O)[O-]	0%
Cc1ccc(S(=O)(=O)N2CCSC2c2ccc(Cl)cc2)cc1[N+](=O)[O-] (stereo not drawn)	36%
COc1cc(/C=c2\sc3nc4ccccc4n3c2=O)cc(Cl)c1OCc1cccc(C)c1	10%
CCOc1cccc(N2C(=O)NC(=O)/C(=C\c3cn(CC(=O)OC)c4ccccc34)C2=O)c1	0%
COc1ccc(C(=O)COc2cc(C)cc3oc(=O)c(Cc4ccccc4)c(C)c23)cc1	15%
COc1ccc(/C=C/C(=O)c2ccc3c(c2)OCCO3)cc1[N+](=O)[O-]	10%
O=C(CC1(C(F)(F)F)NN=C(c2ccccc2)S1)c1ccccc1 (stereo not drawn)	13%
COc1ccc(NC(=O)C(=O)NCC2CCCO2)cc1 (stereo not drawn)	12%
Cc1cc(OCC(O)CN2CCN(Cc3ccccc3)CC2)cc(C)c1Cl (stereo not drawn)	9%
CCc1cc(=O)oc2cc(C)cc(OC(C)C(C)=O)c12 (stereo not drawn)	0%
CCN1C(=O)/C(=C/c2ccc(OCCOc3ccccc3Cl)c(OC)c2)SC1=S	10%
O=C(Nc1ccc(Br)cc1)C1CN(S(=O)(=O)c2ccccc2)CCN1S(=O)(=O)c1ccccc1 (stereo not drawn)	8%
Cc1cccc(OCCOc2ccc([N+](=O)[O-])cc2/C=C2\SC(N)=NC2=O)c1	28%
COc1ccc(CN2CCN(C(=O)C(c3ccccc3)c3ccccc3)CC2)c(OC)c1	10%
NNC(=O)c1cc(-c2ccc(-c3ccccc3)cc2)nc2ccccc12	13%
CCCC(=O)Oc1c(Br)cc(N(C(=O)CCC)S(=O)(=O)c2ccccc2)cc1Br	14%
CCOc1ccccc1NC(=O)c1c(NC(=O)c2ccccc2Cl)sc2c1CCCCC2	6%
CC1=C(NCCc2ccccc2)CCC1=O	4%
O=C1NC(=S)N(c2ccccc2)C(=O)/C1=C\c1cc2c(cc1[N+](=O)[O-])OCO2	4%
CCc1ccccc1NC(=O)CC1Nc2cc(C)c(C)cc2NC1=O (stereo not drawn)	0%
O=C(Nc1ccc(-c2nc3ccccc3o2)c(O)c1)c1ccccc1	4%
CN(C)CCCNCc1ccc2c(c1)OCO2	0%
COc1ccc(N(CC(=O)N/N=C/c2cccc([N+](=O)[O-])c2)S(=O)(=O)c2ccccc2)cc1	13%
O=C(CCCOc1ccc(Cl)cc1Cl)NCCCn1ccnc1	0%
O=C(CSc1ncccn1)NCCc1ccccc1	7%
O=C1c2ccccc2-c2onc3c(NCc4ccccc4)cc(Nc4ccccc4)c1c23	12%
CCOc1ccc(C(=O)/C=C/C=C(Cl)Cl)cc1	46%
COC(=O)C1(O)CC(C(C)C)=NN1C(=O)c1ccccc1 (stereo not drawn)	4%
CCN(CC)S(=O)(=O)c1ccc(C(=O)Nc2ccc(S(=O)(=O)Nc3nc(C)cc(C)n3)cc2)cc1	3%
CSCCOC(=O)C1=C(C)NC(=O)NC1c1ccc(F)cc1 (stereo not drawn)	9%
C=CCNC(=O)c1cc(Cl)c(OC)c(Cl)c1	1%
CCOc1ccc(Nc2nc(-c3ccccn3)cs2)cc1	16%
N/C(=N\c1nc2ccccc2s1)NC(=O)c1cccc(Cl)c1	23%
O=C(NC(=Nc1nc2ccccc2o1)NC(=O)c1ccccc1)c1ccccc1	12%
COc1ccc2ccccc2c1C=Nc1cccc(Cl)c1C	33%
Nc1ccc(-c2nc3cc(N)ccc3s2)cc1	15%
CCOC(=O)C1=C(C)N=c2s/c(=C/c3ccc(-c4ccc(Cl)c(Cl)c4)o3)c(=O)n2C1c1cccs1 (stereo not drawn)	7%
Cc1ccc(C(=O)N/C(=C\c2cccc(Oc3ccccc3)c2)C(=O)NCCCn2ccnc2)cc1	4%
O=C(NNC(=O)c1ccc(Cl)c([N+](=O)[O-])c1)c1ccc([N+](=O)[O-])cc1	1%
Oc1ccc(N=Cc2cccc(OCc3ccccc3)c2)cc1	8%
CCOC(=O)N1CCN(c2cc(C)c3ccc(Cl)cc3n2)CC1	6%
CCc1ccc(OCCNC(=O)CN(c2ccc(C)cc2)S(C)(=O)=O)cc1	13%
NC1=NC(=O)/C(=C/c2ccc(-c3cc(Cl)cc(Cl)c3)o2)S1	34%
COCCNC(=O)C(=O)NCc1ccc(Cl)cc1	4%

Random excerpt: two entries already listed.
mol	RNase H inhibition
O=C(NNC(=O)c1ccc(Cl)c([N+](=O)[O-])c1)c1ccc([N+](=O)[O-])cc1	1%
CN(C)CCCNCc1ccc2c(c1)OCO2	0%

More records.
mol	RNase H inhibition
Cc1ccc(-c2n[nH]c(=S)n2N=Cc2cc([N+](=O)[O-])ccc2Cl)cc1	5%
CC1=CC(C)(C)NC(=S)N1c1ccccc1Br	12%
COc1cc(C2C(C(=O)OCCOc3ccccc3)=C(C)NC3=C2C(=O)CC(c2ccc(Cl)cc2)C3)ccc1O (stereo not drawn)	7%
CCCCc1ccc(NC(=O)c2cc3ccccc3cc2O)cc1	1%
Cc1ccc(-c2csc(NC(=O)C3CC=CCC3C(=O)O)c2C(=O)OC(C)C)cc1 (stereo not drawn)	13%
NC(=O)c1ccc(NC(=O)/C=C/c2ccccc2)cc1	1%
Cn1cccc1/C=N/n1c(-c2ccccc2)n[nH]c1=S	10%
Cc1c(C)[n+](=O)c2cc(Cl)c(Cl)cc2n1[O-]	0%
Cc1oc2c(CN3CCN(C)CC3)c(O)ccc2c(=O)c1-c1nc2ccccc2s1	0%
CC(=O)Oc1ccc(N2C(=O)c3cccc(N)c3C2=O)cc1	6%
Cc1cc(C)nc(N/N=C/c2cc3c(cc2[N+](=O)[O-])OCO3)n1	8%
COc1ccc(S(=O)(=O)N(CC(=O)Nc2ccc(C(N)=O)cc2)c2ccc(C)cc2)cc1OC	4%
Cc1cc(/C=C2\C(=O)NC(=O)N(c3ccccc3)C2=O)c(C)n1-c1ccc(N2CCOCC2)cc1	12%
Cc1ccnc(Nc2nc(-c3c(C)nc4cc(C)ccn34)cs2)c1	15%
O=C(NC(=S)Nc1ccc(Cl)c([N+](=O)[O-])c1)c1ccc(-c2ccccc2)cc1	13%
Cc1cc2c(c(=O)o1)C(c1cccs1)C(C#N)=C(N)O2 (stereo not drawn)	4%
Cc1c(C(=O)Nc2ccccc2)cccc1[N+](=O)[O-]	4%
Cc1ccc(C2=N/C(=C\c3ccc(N(C)C)cc3)C(=O)O2)cc1	12%
COC(=O)C1=C(C)NC(=O)/C1=C\c1ccc(Cl)cc1	0%
CCOc1cc(C2C(C(=O)OCCSCC)=C(C)NC3=C2C(=O)CC(c2ccc(Cl)cc2)C3)cc(Cl)c1O (stereo not drawn)	24%
COc1ccc(C(=O)CC(Nc2ccc(Cl)cc2)c2ccccc2)cc1 (stereo not drawn)	15%
Cc1ccc(C(=O)C(NC(=O)c2ccco2)Nc2cccc([N+](=O)[O-])c2)cc1 (stereo not drawn)	7%
Cc1cc([N+](=O)[O-])ccc1N=Cc1ccc[nH]1	9%
COC(=O)C1=C(C)NC2=C(C(=O)CCC2)C1c1cccc(Cl)c1 (stereo not drawn)	2%
O=S(=O)(c1ccc2ccccc2c1)n1cnc(-c2ccccc2)c1-c1ccccc1	7%
O=C(Nc1cccc(-c2nc3ccccc3o2)c1)c1ccc(NC(=O)c2ccc([N+](=O)[O-])o2)cc1	9%
COc1cccc(C(=O)NNC2=CC(=O)CCC2)c1	13%
CCCCCC(=O)Nc1cc(N(C)C)nc2ccccc12	14%
CCOC(=O)C1=C(C)N=c2s/c(=C\c3ccc(N(C)C)cc3)c(=O)n2C1c1cc(OC)ccc1OC (stereo not drawn)	12%
O=C(Nc1cccnc1)c1cccc2c(Br)cccc12	25%
O=C(Nc1sc2c(c1C(=O)Nc1cccc3ccccc13)CCC2)c1ccccc1Br	5%
CCOC(=O)c1[nH]cnc1C(=O)N1CCCCC1	0%
C/C(=C\c1ccccc1)CN1CCC(C(=O)NCCc2ccccc2)CC1	20%
COc1ccc(Cl)cc1C(=O)Nc1cccc2nsnc12	24%
CC(=O)OCC12CC=C(C)C(C1)C(c1ccccc1OC(C)=O)OC2 (stereo not drawn)	11%
Cc1ccccc1NC(=S)NC(=O)c1ccc(Br)cc1	5%
O=C(/C=C\c1ccc(-c2cc(Cl)ccc2Cl)o1)c1ccccc1	40%
O=C(Nc1cccc2ccccc12)C1OC2OC3(CCCCC3)OC2C2OC3(CCCCC3)OC12 (stereo not drawn)	20%
CCOc1ccc(N=Nc2ccc(O)c(C=Nc3ccc(C(C)=O)cc3)c2)cc1	7%
O=C1C(=O)N(Cc2ccccc2)c2ccc(Br)cc21	24%
O=C(c1ccncc1)N1CCN(Cc2ccccc2)CC1	9%
CCOc1ccc(Nc2nc(-c3ccc(OC)c(OC)c3)cs2)cc1	7%

Assay outcomes (PubChem)
